LGR2 antag: inhibitors of bursicon-induced LGR2 CRE-luciferase signal, primary screen, cell-based, HEK293, CRE-luciferase reporter, bursicon stimulation; Drosophila bursicon receptor LGR2 (rickets); AID 720647, 2013; bursicon-stimulated, 4 h; inhibition, % at 9.99 µM; actives 0.35% (n = 380,000);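 active = drop in luminescence signal, shown as inhibition above about 50% in the replicate tests, limit read from the data, passing the limit was not always enough; inconclusive = probably only some replicates passing the limit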;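 note: agonist challenge used bursicon conditioned medium at about half maximal strength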
CASP6 VEID inh: human caspase-6 inhibitors, primary screen, biochemical, VEID-R110 fluorescence, single point, set 2 | P55212 | purified caspase-6, Z-VEID-R110 cleavage fluorescence | inhibition, % at 12.5 µM | actives 0.53% (n = 350,000) | AID 686996, 2013;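 active = mean inhibition across replicates at least about 35%, with every replicate also reaching that limit, limit read from the data; inconclusive = only one of the two criteria met; inactive = neither criterion met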;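 note: 0% = median of neutral control wells and 100% = no fluorescence left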
Target sequence (P55212 24-179 limits assumed): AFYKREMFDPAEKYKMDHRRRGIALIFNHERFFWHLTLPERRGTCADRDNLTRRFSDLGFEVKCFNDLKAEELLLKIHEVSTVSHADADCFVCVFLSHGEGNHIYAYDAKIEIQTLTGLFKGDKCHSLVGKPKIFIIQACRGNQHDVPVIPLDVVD
Target sequence (P55212 194-293 limits assumed): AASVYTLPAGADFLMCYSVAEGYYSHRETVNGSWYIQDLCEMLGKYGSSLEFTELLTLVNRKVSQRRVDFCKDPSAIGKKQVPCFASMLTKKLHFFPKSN
ARNT TACC3 PPI: disruptors of ARNT/TACC3 protein interaction, primary screen, biochemical, AlphaScreen, single concentration; Transforming acidic coiled-coil-containing protein 3 (Homo sapiens), Q9Y6A5; AlphaScreen His-ARNT PAS-B/GST-TACC3 binding, luminescence; TACC3 fragment carries E629A point mutation; inhibition, % at 9.99 µM; actives 0.66% (n = 390,000); AID 623870, 2012;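 active = mean inhibition of replicates at least 50% and at least half of replicates each reaching 50%; inconclusive = half or more replicates reach 50% but mean below 50%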;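 note: 0% = complete ARNT plus TACC3 wells and 100% = ARNT alone without TACC3; many hits fall short of the cut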
EWS-Fli inh: EWS/Fli-driven NR0B1 reporter inhibitors, primary screen, A673 cells, NR0B1 luciferase, luminescence, MLPCN library | viability-normalised | inhibition, % at 12.6 µM | actives 0.67% (n = 350,000);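 active = mean inhibition of at least 50% after viability correction, with every replicate also passing that limit; inconclusive = mean reaches 50% but only one of two replicates passes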;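 note: firefly luciferase signal divided by Alamar Blue viability fluorescence both relative to DMSO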
PAX8 inh HTS: inhibitors of PAX8-driven TPO luciferase reporter, primary screen, RMG-I cells, single concentration; actives 1.2% (n = 360,000); SteadyGlo, 24 h; inhibition, % at 12.6 µM;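 active = mean replicate inhibition at least 60% with every replicate also reaching 60%; inconclusive = only one of the two criteria is met; inactive = mean below 60% and not all replicates reaching 60%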;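 note: luciferase light reporting Pax8 driven TPO promoter activity; plate controls were median of neutral control wells for no effect and mitoxantrone controls for full effect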
DENV2 CPE: inhibitors of DENV2 cytopathic effect, primary screen, cell-based, plate reader, single concentration; actives 1.7% (n = 350,000); DENV2-infected cells, cytopathic effect rescue; CPE inhibition, % at 9.99 µM; in the data active = CPE inhibition above about 20%, passing the limit was not always enough; inconclusive = no clear call, values can overlap the other calls; tested in BHK-21 cells;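 note: 0% = median of neutral control wells and 100% = median of positive control wells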
SIRT5 block: SIRT5 desuccinylase inhibitors, primary screen, biochemical, fluorescence imaging, single point, set 5; inhibition, % at 15 µM; Purified SirT5, succinyl-peptide AMC, trypsin-coupled fluorescence; AID 652115, 2013; actives 1.1% (n = 330,000); in the data active = inhibition above about 15%; inconclusive = no clear call, values can overlap the other calls
Target sequence (Q9NXA8 whole entry, looked up): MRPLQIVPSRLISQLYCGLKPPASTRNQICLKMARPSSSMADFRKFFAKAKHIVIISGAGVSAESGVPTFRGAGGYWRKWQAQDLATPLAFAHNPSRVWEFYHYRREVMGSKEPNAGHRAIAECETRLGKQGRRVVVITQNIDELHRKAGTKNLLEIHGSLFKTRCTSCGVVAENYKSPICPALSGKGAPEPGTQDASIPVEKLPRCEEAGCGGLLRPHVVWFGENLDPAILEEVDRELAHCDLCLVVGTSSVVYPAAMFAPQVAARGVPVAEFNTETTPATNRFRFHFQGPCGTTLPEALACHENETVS
* hit, by the source's call; ? = inconclusive; . = not tested or not shown.

Each structure is followed by: LGR2 antag	CASP6 VEID inh	ARNT TACC3 PPI	EWS-Fli inh	PAX8 inh HTS	DENV2 CPE	SIRT5 block
- Cc1ccc(NC(=O)CCNC(=O)c2ccc(Cl)cc2)cc1C
    -5	-1	-5	-6	12	9	-6
- O=C(C[C@H]1CC[C@@H]2[C@H](COC[C@H](O)CN2Cc2cccc(F)c2)O1)NCc1ccncc1
    -10	-6	-2	7	-22	9	9
- COc1cc(C2Oc3ccccc3C=C2[N+](=O)[O-])cc(OC)c1OC (stereo not given)
    42	2	.	52*	-6	-2	-1
- CC(=O)OCC(=O)[C@@]12OC3(CCCC3)O[C@@H]1C[C@H]1[C@@H]3CCC4=CC(=O)C=C[C@]4(C)[C@@]3(F)[C@@H](O)C[C@@]12C
    .	4	-19	-7	1	-2	2
- CC1CCN(c2cc(N3CCN(C(=O)c4ccc(F)c(F)c4)CC3)c([N+](=O)[O-])cc2F)CC1
    -6	.	3	.	29	.	.
- C[C@H]1CN([C@@H](C)CO)S(=O)(=O)c2ccc(C3=CCCCC3)cc2O[C@H]1CN(C)C(=O)c1ccncc1
    -10	-1	1	8	.	6	3
- O=C(CSc1nccn1Cc1ccc(F)cc1)Nc1ccc(F)cc1F
    4	-1	16	0	.	-3	-5
- Cc1ccc2nc(SCC(=O)Nc3ccc4c(c3)CCC4)[nH]c2c1
    17	.	-5	.	9	.	.
- C[C@@H]1CN([C@@H](C)CO)C(=O)c2cc(NC(=O)C3CCCCC3)ccc2O[C@@H](C)CCCCO[C@H]1CN(C)C(=O)c1ccncc1
    8	.	.	2	-8	.	.
- O=[N+]([O-])c1ccccc1/C=C/C=N/n1c(-c2ccco2)n[nH]c1=S
    7	3	3	21	26	-1	-1
- CC(C)NC(=O)N(C)C[C@H]1Oc2ccc(NS(=O)(=O)c3cn(C)cn3)cc2CC(=O)N([C@H](C)CO)C[C@H]1C
    3	0	-5	-3	1	?	0
- CN1c2ccc(-c3ccc(F)cc3)cc2[C@@H]2[C@@H](CCN2S(=O)(=O)c2ccc(F)cc2)[C@H]1CO
    18	.	13	8	-4	.	.
- Cc1cc(NC(=O)C(C)Oc2ccc(C(C)(C)C)cc2)no1 (stereo not given)
    1	8	2	.	-2	4	-1
- Cc1ccc(-n2ncc3c2CC(C)(C)CC3NC(=O)CCc2cnn(C)c2)cc1 (stereo not given)
    2	2	.	.	7	-5	0
- COc1cccc(C(=O)Nc2ccc3c(c2)C(=O)N(C)[C@H]2CC[C@H](CC(=O)NCCCN4CCOCC4)O[C@H]2CO3)c1
    -13	-10	-7	-4	-8	-8	0
- O=S(=O)(c1ccc(Br)cc1)N1CCN(c2ccccc2)CC1
    6	-3	-3	10	0	0	-1
- CCCC(=O)Nc1ccc2c(c1)C(=O)N(C)C[C@@H](OC)[C@@H](C)CN(CCC(F)(F)F)[C@H](C)CO2
    -12	0	-2	12	-2	-6	0
- N#C[C@H]1[C@@H](c2ccc(-c3ccccc3F)cc2)[C@H](CO)N1C(=O)Cc1ccccc1
    15	0	16	-5	-7	-13	3
- CNC[C@@H]1OCCCC[C@@H](C)Oc2ccc(NC(=O)Nc3c(C)noc3C)cc2C(=O)N([C@@H](C)CO)C[C@H]1C
    11	2	6	-6	-5	-5	-2
- COc1ccc(-c2cc(C(=O)N3CCN(c4ccc(F)cc4)CC3)no2)cc1OC
    4	2	.	5	22	-4	1
- CC(C)Cc1nnc(NC(=O)CCC(=O)Nc2ccc3cn[nH]c3c2)s1
    16	0	-3	8	22	3	0
- Cc1ccc(C(=O)O/N=C(\N)Cc2ccc([N+](=O)[O-])cc2)c(Cl)c1
    -26	3	5	0	-9	2	-2
- CCOC(=O)C(Cc1ccc(O)cc1)NC(=O)CNC(=O)C1CCCN1C(=O)OC(C)(C)C (stereo not given)
    -1	.	-4	4	30	7	.
- COc1cc(OC)c(/C=N/n2c(C3CCCCC3)n[nH]c2=S)c(OC)c1
    -1	-3	-3	1	9	0	1
- CCc1ccc(N2CCN(C(=O)c3ccc4c(c3)OCO4)CC2)cc1
    5	1	-11	1	13	20	-2
- Cc1ccccc1S(=O)(=O)N1[C@@H](C#N)[C@@H](c2ccc(C#CC3CCCCC3)cc2)[C@@H]1CO
    6	-1	9	10	35	7	-3
- CCN(C(=O)c1cc([N+](=O)[O-])ccc1NCc1cccnc1)c1ccccc1
    -9	0	8	-2	22	-3	-4
- O=S(=O)(c1ccc(F)cc1)N1CCN(C(=S)NCC2CCCO2)CC1 (stereo not given)
    14	-1	0	-5	6	3	4
- C[C@H](CO)N1C[C@H](C)[C@@H](CN(C)S(=O)(=O)c2ccccc2F)Oc2ncc(C#Cc3ccccc3)cc2C1=O
    35	2	0	20	6	10	3
- CSC1=NSC2=NC(=O)/C(=C/c3coc4ccccc4c3=O)C(=N)N12
    .	16	26	5	2	-7	2
- CCN1CCSc2ccc(C(=O)NCc3cc(Br)ccc3OC)cc21
    8	-2	1	-10	24	13	-1
- COc1ccc(CN2[C@H](CO)[C@@H]3c4ccccc4N(C(=O)NC(C)C)C[C@@H]32)cc1
    -8	1	-3	-4	-5	-4	0
- CCCc1ccc(C(=O)COC(=O)CN2C(=O)NC3(CCCCC3C)C2=O)cc1 (stereo not given)
    10	3	18	1	-11	9	0
- CSc1ccccc1NC(=O)COc1nsnc1N1CCOCC1
    -2	0	0	.	8	-7	-2
- CSc1ccc(S(=O)(=O)N2CCC(C(=O)NCc3ccco3)CC2)cc1
    -14	5	-1	12	-11	3	-3
- COc1ccc(C2=Nn3c(nnc3-c3ccccc3OC)SC2)cc1OC1CCOC1 (stereo not given)
    0	4	47*	36	68*	-9	.
- COc1ccc(-n2nnnc2SCC(=O)NC2CCS(=O)(=O)C2)cc1 (stereo not given)
    5	2	10	4	2	-1	-5
- Cc1nc2c(=O)[nH]c(=S)n(C)c2nc1C
    14	0	-3	-3	8	-9	-1
- C/C=C/c1ccc2c(c1)O[C@@H](CN(C)C(=O)c1ccccc1)[C@H](C)CN([C@@H](C)CO)S2(=O)=O
    7	-1	-17	3	-14	16	-1
- O=C(NCc1ccco1)C1CC(c2ccc(Cl)cc2)=NO1 (stereo not given)
    -18	-1	-11	6	-12	19	-4
- COc1cccc(S(=O)(=O)Nc2ccc3c(c2)C(=O)N(C)C[C@@H](OC)[C@H](C)CN(Cc2ccccc2F)[C@H](C)CO3)c1
    -7	0	0	18	4	6	.
- Cc1cccc(NC(=O)CNC(=O)c2cc(S(=O)(=O)N(C)C)ccc2N2CCCC2)c1C
    -1	-1	.	3	7	19	-1
- CNC[C@@H]1OCCCC[C@H](C)Oc2ccc(NC(=O)NC(C)C)cc2C(=O)N([C@@H](C)CO)C[C@@H]1C
    10	0	-3	.	-14	6	-2
- CCNC(=O)C[C@H]1CC[C@@H]2[C@H](COc3ccc(NC(=O)c4ccc(F)cc4)cc3C(=O)N2C)O1
    2	-5	14	-2	3	6	-3
- O=C(CN1C(=O)C2CC=CCC2C1=O)Nc1nc2ccc(F)cc2s1 (stereo not given)
    -16	5	-2	-6	9	4	1
- CN1C(=S)SC(N(O)C(=O)Nc2ccc(Cl)c(Cl)c2)C1(C)C (stereo not given)
    7	.	-4	.	-6	.	.
- CC(NC(=O)OCc1ccccc1)C(=O)Oc1cc2oc(=O)cc(-c3ccccc3)c2cc1Cl (stereo not given)
    12	-2	-8	-8	-13	-5	-1
- COc1cc(S(=O)(=O)NCC(c2ccco2)N2CCCCC2)ccc1NC(C)=O (stereo not given)
    8	-7	-13	-2	8	4	-5
- CCCc1nc2c(C)cc(Br)cn2c1Cc1ccccc1
    -81	0	.	-51	-26	18	3
- Nc1ccc(NC(=O)Nc2ccc(N)cc2)cc1
    3	1	-15	-22	-7	-4	1
- Cc1cccc(S(=O)(=O)N2CC[C@@H]3[C@H]2c2cc(C#Cc4ccc(F)cc4)ccc2N[C@@H]3CO)c1
    0	-2	-3	6	-20	66*	2
- Cc1ccc(-c2cccc(C3CC=CC4C3C(=O)N(Cc3ccccc3)C4c3ccc(C(F)(F)F)cc3)c2)cc1 (stereo not given)
    -10	-2	.	18	-30	93*	-4
- COCCn1nnnc1C(c1ccc(OC)c(OC)c1)N1CCN(C(=O)c2ccco2)CC1 (stereo not given)
    -16	-1	2	2	-2	4	-7
- CCOC(=O)C1=C(N)Oc2c(oc(CO)cc2=O)C1c1ccccc1 (stereo not given)
    20	-2	6	-6	3	0	0
- C=CCN1CCc2c(cc(O)c(O)c2Cl)C(c2ccccc2)C1 (stereo not given)
    3	0	6	30	24	5	1
- O=C(Nc1ccccc1Cl)NC1(C(=O)NCc2ccncc2)CCCCC1
    0	-4	-12	-12	-1	0	1
- CC(C)NC(=O)Nc1ccc2c(c1)C(=O)N([C@H](C)CO)C[C@H](C)[C@@H](CN(C)S(C)(=O)=O)OCCCC[C@H](C)O2
    15	-3	17	0	-9	-2	-1
- COc1ccc(S(=O)(=O)Nc2ccc3c(c2)CC(=O)N([C@H](C)CO)C[C@@H](C)[C@H](CN(C)CC2CC2)O3)cc1
    8	-4	-1	-6	-23	.	1
- O=C(c1ccccc1)c1cc(Cl)ccc1N1C(=O)C=CC1=O
    .	1	3	42	?	14	0
- Cc1ccc(C(=O)N(Cc2ccc3c(c2)OCO3)Cc2nc3ccccc3c(=O)[nH]2)cc1
    2	2	-2	13	.	3	-2

Carrying on:
Each structure is followed by: LGR2 antag	CASP6 VEID inh	ARNT TACC3 PPI	EWS-Fli inh	PAX8 inh HTS	DENV2 CPE	SIRT5 block
- Cc1cc(CNC(=O)Nc2ccc3c(c2)OCO3)nn1C
    .	-2	19	.	-60	.	-9
- Cc1ccc2c(c1)-c1cc(C)nn1C(c1ccc3c(c1)OCO3)N2 (stereo not given)
    -44	-2	-3	.	-25	.	-5
- COc1cc2c(cc1OC)CN(C(=O)[C@H]1[C@@H]3C(=O)O[C@@H](c4ccccc4)[C@@H](c4ccccc4)N3[C@@H](c3ccccc3OCCO)[C@]13C(=O)Nc1ccc(C#CCCO)cc13)CC2
    .	2	22	15	8	-1	9
- O=C(c1ccc(Br)cc1)c1sc(N2CCOCC2)nc1-c1ccccc1
    15	1	-1	3	10	2	0
- COc1ccc(OCCCC(=O)Nc2cccc(SC)c2)cc1
    -3	0	0	-3	6	0	-1
- C[C@@H]1CN([C@@H](C)CO)C(=O)c2cccc(NC(=O)c3ccncc3)c2O[C@H]1CN(C)C(=O)Nc1cccc2ccccc12
    -5	13	.	6	3	.	.
- CC(C)NC(=O)Nc1ccc2c(c1)CC(=O)N([C@@H](C)CO)C[C@H](C)[C@H](CN(C)S(=O)(=O)c1cn(C)cn1)O2
    7	-1	-7	-1	-19	4	-7
- NC(=O)c1cc(Cl)ccc1OCC(=O)NC1CC1
    -4	-2	-8	-1	.	2	0
- CC(=O)Nc1ccc(N2CCN(c3ccc(F)cc3)CC2)cc1
    -11	-2	-10	-4	19	-1	0
- COC(=O)CN1C(=O)COc2ccc(S(=O)(=O)NCc3ccc(F)cc3)cc21
    -5	-1	-5	7	-4	1	0
- O=C(O)c1cc(=O)c2ccccc2[nH]1
    -7	3	7	9	.	-15	.
- COCc1ccc(C(=O)N2CCCC(N3CCN(c4ccccc4C)CC3)C2)s1 (stereo not given)
    8	0	1	.	7	4	1
- Cc1cc(C)c(NC(=O)CNC(=O)c2cc(C3CC3)nc3c2cnn3C(C)C)c(C)c1
    6	-2	.	-9	-15	2	.

Ordered by value in DENV2 CPE (largest number first): 3 from the list above.
compound,LGR2 antag,CASP6 VEID inh,ARNT TACC3 PPI,DENV2 CPE,SIRT5 block
O=C(CN1C(=O)C2CC=CCC2C1=O)Nc1nc2ccc(F)cc2s1 (stereo not given),-16,5,-2,4,1
O=S(=O)(c1ccc(Br)cc1)N1CCN(c2ccccc2)CC1,6,-3,-3,0,-1
COc1cccc(C(=O)Nc2ccc3c(c2)C(=O)N(C)[C@H]2CC[C@H](CC(=O)NCCCN4CCOCC4)O[C@H]2CO3)c1,-13,-10,-7,-8,0
